Lipid storage S3 = qHTS Assay for Lipid Storage Modulators in Drosophila S3 Cells; Drosophila S3 cells, BODIPY lipid droplet fluorescence, 18-24 h; cells fed with added oleic acid; lipid storage change, negative = inhibition, % at the top dose, mostly 46.1 µM; hits show Potency in µM; 320,000 tested, 0.64% active; AID 2685; active means well fitted inhibition curve with a large enough effect in the signal ratio, with a control signal flat, not every such curve was filed as active; inconclusive means small, poorly fitted or top-dose-only effect, or effect the other way, or a change in a side signal; the % refers to the signal ratio
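Laser-scanning cytometry quantifies lipid droplet accumulation (500–530 nm total intensity; droplet/cell object ratio) in oleic acid-fed (400 uM added) Drosophila S3 cells treated with a concentration series. 20 uM Triacsin C defined 100% inhibition.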
Lipid storage S3 cell count max = second read-out of Lipid storage S3, no call of its own (marks repeat the call); cell number change, %; measured here: cell count max response;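 cells counted by Cell Tracker Red CMTPX staining in the red channel; peak over a dose series mostly up to 46.1 µM; percent activity relative to internal control wells on each plate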
The depositor's hits bear a star; i = inactive; ? = inconclusive; / = no result given. On the % scale 0 is the no-effect control and ±100 the full control effect; potency means the concentration at half of the fitted maximal effect. These rows are one share of the data, so the mix of outcomes need not match the whole.

Structure	Lipid storage S3	Lipid storage S3 cell count max
Nc1ccc2ccc3cccc[n+]3c2c1	8%	15
C/C(=N\N1CCN(C)CC1)c1c(O)n(Cc2ccccc2)c(=O)[nH]c1=O	2%	2
OC(CNC1CCCCC1)c1ccccc1 (stereo unspecified)	?	/
COc1ccc(-n2c(O)c(/C=C3\C=Nc4ccc(Br)cc43)c(=O)[nH]c2=O)c(OC)c1	?	/
COC(=O)C1=C(c2ccc(F)cc2OCc2ccccc2)C[C@@H]2CC[C@H]1N2C(=O)N1CCOCC1	?	/
Clc1ccc(C(c2ccccc2)c2ncc[nH]2)cc1 (stereo unspecified)	?	/
O=C(CCC(=O)N1CC2C[C@@H](C1)Cn1c2cccc1=O)NCCc1ccccc1	12%	4
C[C@@H]1CC[C@@]2(NC1)O[C@H]1C[C@H]3[C@@H]4CC=C5C[C@@H](O)CC[C@]5(C)[C@H]4CC[C@]3(C)[C@H]1[C@@H]2C	-1%	-1
CNC(=S)NC1CC2CCCC(C1)N2CC(C)C (stereo unspecified)	?	/
COC(=O)C1=C(c2ccc(F)cc2OCc2ccccc2)C[C@@H]2CC[C@H]1N2C(=O)N1CCCC1	?	/
O=c1[nH]c(=S)n(CCC2=CCCCC2)c(O)c1C=NCc1cccnc1	i	15
COc1ccc(CC2C(=O)NC(=O)N(c3ccccc3)C2=O)c(OC)c1 (stereo unspecified)	?	/
CCOCC(=O)NC1CCSC1=O (stereo unspecified)	4%	2
CN1CCN(Cc2cn(C)c3ccccc23)CC1CCO (stereo unspecified)	7%	7
CC(=O)Nc1ccc([As](=O)(O)c2ccc([N+](=O)[O-])cc2)cc1	-5%	12
N#CC(C#N)=NNc1ccc(S(N)(=O)=O)cc1	-14%	9
COC(=O)C1=C(c2ccc(F)cc2OCc2ccccc2)C[C@@H]2CC[C@H]1N2C(=O)NCCO	?	/
O=Cc1c(C(=O)O)n(Cc2ccc(F)cc2Cl)c2ccccc12	i	/
CCOP(=S)(OCC)c1ccc(N(C)C)cc1	i	/
O=C(O)CCCc1ccc(N(CCCl)CCCl)cc1	?	/
CCN1CCN(c2ccc(NC(=O)C(C)C)cc2Cl)CC1	-13%	1
CC(C)CC(NS(=O)(=O)c1ccc2c(c1)oc(=O)n2C)C(=O)NCc1cccnc1 (stereo unspecified)	1.6µM*	7.8*
Cc1ccsc1C(=O)C1CCCN(Cc2cc3ccccc3o2)C1 (stereo unspecified)	1%	-19
Cc1ccc(/C=C2/C(=O)NC(=O)N(CCc3ccc(F)cc3)C2=O)s1	?	/
CCCCCCn1c(=O)c(C(=O)Nc2nnc(C)s2)c(O)c2ccccc21	15%	-1
C[C@H]1CCC/C=C/C2C[C@H](O)CC2[C@H](O)/C=C/C(=O)O1 (stereo partly specified)	?	/
CCOC(=O)C1CCN(Cc2ccc(Cl)nc2)CC1	4%	6
CN1C2CCC1CC(OC(=O)c1cc(Cl)cc(Cl)c1)C2 (stereo unspecified)	23µM*	/
CNCC(O)c1cccc(OC(=O)c2ccccc2C)c1 (stereo unspecified)	?	/
CN(C)C(=O)O/N=C(\N)COc1ccc(C(C)(C)C)cc1	9%	4

Record cards, as listed above. Order of values: Lipid storage S3	Lipid storage S3 cell count max
Entry for `Nc1ccc2ccc3cccc[n+]3c2c1` : 8%	15
Entry for `CC(=O)Nc1ccc([As](=O)(O)c2ccc([N+](=O)[O-])cc2)cc1` : -5%	12
Entry for `COC(=O)C1=C(c2ccc(F)cc2OCc2ccccc2)C[C@@H]2CC[C@H]1N2C(=O)N1CCOCC1` : ?	/
Entry for `COC(=O)C1=C(c2ccc(F)cc2OCc2ccccc2)C[C@@H]2CC[C@H]1N2C(=O)NCCO` : ?	/

Retrieved one by one from the entries so far (three):
Structure	Lipid storage S3	Lipid storage S3 cell count max
Clc1ccc(C(c2ccccc2)c2ncc[nH]2)cc1 (stereo unspecified)	?	/
CNCC(O)c1cccc(OC(=O)c2ccccc2C)c1 (stereo unspecified)	?	/
CN(C)C(=O)O/N=C(\N)COc1ccc(C(C)(C)C)cc1	9%	4

Additional structures.
Structure	Lipid storage S3	Lipid storage S3 cell count max
CN1C2c3ccccc3C3C4c5ccccc5C(C31)C(C2[N+](=O)[O-])N4C (stereo unspecified)	-7%	11
COC(=O)C1=C(c2ccc(F)cc2OCc2ccccc2)C[C@@H]2CC[C@H]1N2C(=O)NCc1ccc(N(C)C)cc1	?	/
COc1ccc(-c2nc(NC(=O)Cn3c(=O)oc4ccccc43)sc2C)cc1	?	/
COc1ccc2c(C)c(CCC(=O)N3C[C@H]4C[C@@H](C3)c3cccc(=O)n3C4)c(=O)oc2c1	?	/
CNC(=S)N1CC2CC(C1)c1cccc(=O)n1C2 (stereo unspecified)	24%	6
C/C=C(\C)C(=O)OC1C(C)=C2C(C1OC(=O)CCCCC)C(C)(OC(C)=O)CC(OC(=O)CCC)C1(O)C2OC(=O)C1(C)O (stereo unspecified)	?	/
O=c1nc(/C=C/c2ccc(Cl)cc2Cl)cc(C(F)(F)F)[nH]1	?	/
Cc1cccc2c1=NC(=O)/C(=C/c1c(O)[nH]c(=O)[nH]c1=O)C=2	?	/
CCOC(=O)Cn1cc(C(=O)c2ccccc2F)c2ccccc21	-25%	3
CCOC(=O)c1c(C)n(Cc2ccccc2)c2ccc(O)cc12	-2%	8
CCCNC(=O)N1[C@H]2CC[C@@H]1C(C(=O)OC)=C(c1ccc3ccccc3c1)C2	?	/
COc1ccccc1C(=O)Nc1ccc2c(c1)CC1(C(=O)N(C)C(=O)N(C)C1=O)C1CCCN21 (stereo unspecified)	i	-7
COc1ccc(OC)c(NP(=O)(Oc2ccccc2)Oc2ccccc2)c1	?	/
COc1ccccc1N=Cc1c(O)n(C)c(=O)n(C)c1=O	?	/
CCOC(=O)[C@@]12C(=O)C(=O)N[C@]1(c1ccccc1)C1OCCCC12 (stereo partly specified)	8%	-4
COC(=O)C1=C(c2cccc(OC)c2OC)C[C@@H]2CC[C@H]1N2C	?	/
CCC1CCCCN1CCCNS(=O)(=O)c1ccc2c(c1)oc(=O)n2C (stereo unspecified)	?	/
Cc1cc(C)n2nc(SC(C)C(=O)N3CCC4(CC3)OCCO4)nc2n1 (stereo unspecified)	?	/
N#Cc1cc2c(nc1SCC(=O)Nc1cc(Cl)ccc1Cl)C1CCN2CC1	?	/
CCOc1ccc(-n2c(O)c(N=Nc3ccc([N+](=O)[O-])cc3)c(=O)[nH]c2=O)cc1	0%	/
O=C(Cn1cnc2ccccc2c1=O)NCC(=O)N1CCC2(CC1)OCCO2	?	/
CN(C)C(=O)Oc1ccc2c(c1)O/C(=C\c1cccc(Cl)c1)C2=O	-19%	/
CCN(CC)c1ccc([N+](=O)[O-])c2cccnc12	?	/
COC(=O)c1ccccc1OP(=O)(c1cccc([N+](=O)[O-])c1)c1cccc([N+](=O)[O-])c1	?	/
Cn1c(=O)c2nncnc2n(C)c1=O	?	/
Cc1cc(C)cc(NC2=NCCCS2)c1	?	/
CCCCNC(=O)Nc1ccc(C(O)(C(=O)OCC)C(F)(F)F)cc1 (stereo unspecified)	8%	-25
CN(C)c1cc(N)c2c(n1)CCC2 (tested in a mixture with another compound)	19%	/
O=[N+]([O-])c1ccc(C[n+]2c(-c3ccccc3)cc(-c3ccccc3)cc2-c2ccccc2)cc1	?	/
Cc1ccc(S(=O)(=O)Cc2ccc(C(=O)N3CCC4(CC3)OCCO4)o2)cc1	i	/

(continued)
Structure	Lipid storage S3	Lipid storage S3 cell count max
O=c1[nH]c(=S)[nH]c(O)c1N=Nc1ccc(SC(F)F)cc1	?	/
O=C1CC2OCC=C3CN4CCC56c7cc([N+](=O)[O-])ccc7N1C5C2C3CC46 (stereo unspecified)	?	/
COc1ccccc1N1CCN(C2CCCN(C(=O)COc3ccccc3Cl)C2)CC1 (stereo unspecified)	?	/
NC12CN3CN(CN(C3)C1)C2 (tested in a mixture with another compound)	?	/
O=c1c2ccccc2nc(-c2ccccc2)n1-c1ccccn1	9%	23
Oc1c(Br)cc(Br)cc1CN1CCN(Cc2ccccc2)CC1	i	22
CCC(=NCc1ccco1)c1c(O)n(-c2ccc(OC)cc2)c(=O)[nH]c1=O	i	15
CCCn1cc(CN2CCCC(C(=O)c3cccc(OC)c3)C2)c(C)n1 (stereo unspecified)	28%	10
Cc1cc(C(=O)OCC(=O)Nc2ccc(F)cc2)c(C)n1C1CC1	i	-18
CCc1ccc(N2C(=O)CC(=O)NC2=O)cc1	13%	24
COc1ccc(C2=NCC(=O)N(CC(=O)NCc3ccco3)c3sc4c(c32)CCCC4)cc1OC	?	/
CCOc1ccc(C2SCC(=O)Nc3c2c(=O)[nH]n3C2CCCCCC2)cc1 (stereo unspecified)	15%	-11
Cc1nn(Cc2ccccc2)c(C)c1C(=O)NCc1ccccc1	?	/
COc1cc(/C=N/NC(=O)CN2CC(c3ccccc3)CC2=O)ccc1OC(=O)N(C)C (stereo unspecified)	3%	2
CN(C)S(=O)(=O)c1cccc(C(=O)N2CCC(C(=O)O)(c3ccccc3)CC2)c1	?	/
Nc1cccc(N=Cc2c(O)n(Cc3ccc(F)cc3)c(=O)[nH]c2=O)c1	3%	7
S=C1NCCN1	-7%	-3
FC(F)(F)c1cccc(-n2nnnc2C2(N3CCOCC3)CCCCC2)c1	3%	8
Nc1c(C(=O)NCCCc2ccccc2)c2nc3ccccc3nc2n1Cc1cccs1	?	/
Cc1c(C(c2ccccc2Cl)c2c(O)c3ccccc3oc2=O)c(=O)n(-c2ccccc2)n1C (stereo unspecified)	-3%	15
COC(=O)C1=C(c2ccc(F)cc2OCc2ccccc2)C[C@@H]2CC[C@H]1N2C(=O)NCc1ccccc1Cl	i	8
CCCCCCC(=O)N/N=C/c1c(O)n(CCCC)c(=S)[nH]c1=O	10%	10
C[n+]1c(-c2ccccc2)cc(-c2ccc(Cl)cc2)cc1-c1ccccc1	?	/
COc1ccc(NC(=O)c2cn(CCC#N)nc2-c2ccc(OC)c(OC)c2)cc1	?	/
O=C(Nc1ccc2ccccc2c1)c1nn(C23CC4CC(CC(C4)C2)C3)cc1Br	8%	-3
CCCCC(CC)COC(=O)c1ccccc1C(=O)OCC(CC)CCCC (stereo unspecified)	-4%	-25
COc1ccc([N+](=O)[O-])cc1N=Cc1c(O)n(CCc2ccccc2)c(=O)n(C(C)C)c1=O	?	/
COc1ccc(N2C(=O)NC(=O)C(CCc3ccncc3)(CCc3ccncc3)C2=O)cc1	3%	0
CCN1CC=C(c2c[nH]c3ccccc23)CC1	?	/
Cc1ccc(OCC(=O)N2CCN(Cc3ccc4c(c3)OCO4)CC2)cc1	?	/

Continued:
Structure	Lipid storage S3	Lipid storage S3 cell count max
COc1ccc(-n2c(-c3ccc(C)cc3)nc3ccccc3c2=O)cc1	?	/
NC(=S)/N=C/c1c(O)[nH]c(=O)[nH]c1=O	?	/
c1ccc(-c2nc(N3CCOCC3)s[n+]2-c2ccccc2)cc1	?	/
COc1cc(Cn2c(N)c(C(=O)NCc3ccco3)c3nc4ccccc4nc32)cc(OC)c1OC	?	/
CNC(=O)OCCc1n(C)cc[n+]1C	1%	-23
C=Cn1c(P(=S)(N2CCOCC2)N2CCOCC2)cc2c1CCCC2	?	/
ClC(Cl)=C(c1ccc(Cl)cc1)c1ccc(Cl)cc1	?	/
c1ccc(Nc2ccc(Nc3ccccc3)cc2)cc1	?	/
COc1ccccc1CN1CCN(C(=O)COc2cccc(C)c2)CC1	26%	8
COc1cccc(C2(O)CCN(CC(=O)Nc3nc(C)cs3)CC2)c1	?	/
C/C(=N\N1CCCCCC1)c1c(O)n(C2CCCCC2)c(=O)[nH]c1=O	0%	7
CCCCN1C(=O)C(C2c3ccccc3C(=O)N2Cc2ccccc2)C(=O)NC1=S (stereo unspecified)	6%	2
Cc1ccc(C(=O)c2cc(Br)ccc2N)cc1	?	/
CC1CCCC(NC(=O)CNC(=S)N2CC3CC(C2)c2cccc(=O)n2C3)C1C (stereo unspecified)	i	-2
C=C1C(=O)O[C@@H]2C[C@@H](C)[C@@H]3C=CC(=O)[C@@]3(C)[C@@H](OC(=O)CC(=O)O[C@H]3[C@@H]4C(=C)C(=O)O[C@@H]4C[C@@H](C)[C@@H]4C=CC(=O)[C@]43C)[C@H]12	?	/
CCn1c(O)c(/C=N/NC(=O)c2ccncc2)c(=O)[nH]c1=S	?	/
CC(=O)CC(C)(C)n1c[n+](C)nn1	0%	19
CN1CCN(c2ccc(Cl)cc2N)CC1	?	/
Cn1ccc(NC(=O)CCl)n1	-1%	-14
COc1ccc(OC(=O)N(C)C)c(CN(C)C)c1	?	/

Entries listed so far that contain a furan ring, fused or not, in the order listed:
Structure	Lipid storage S3	Lipid storage S3 cell count max
Cc1ccsc1C(=O)C1CCCN(Cc2cc3ccccc3o2)C1 (stereo unspecified)	1%	-19
Cc1ccc(S(=O)(=O)Cc2ccc(C(=O)N3CCC4(CC3)OCCO4)o2)cc1	i	/
CCC(=NCc1ccco1)c1c(O)n(-c2ccc(OC)cc2)c(=O)[nH]c1=O	i	15
COc1ccc(C2=NCC(=O)N(CC(=O)NCc3ccco3)c3sc4c(c32)CCCC4)cc1OC	?	/
COc1cc(Cn2c(N)c(C(=O)NCc3ccco3)c3nc4ccccc4nc32)cc(OC)c1OC	?	/

Source: PubChem BioAssay
